High-throughput results deposited in PubChem BioAssay by Broad Institute.
esBAF inh: blocks esBAF chromatin remodeling in mouse ES cells. Bmi1-luciferase knock-in reporter, 24 h; 100% = twice the neutral-well signal. reporter increase, % at 12.5 µM. actives 2% (n = 350,000); in the data active means activation above about 40%; inconclusive means no clear call, values can overlap the other calls;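 further: 0% = median of the plate's neutral control wells and 100% = double that signal; a rise in the Bmi1 reporter signal indicates esBAF inhibition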
XiGFP reactiv: reactivates the inactive X chromosome in mouse fibroblasts | actives 0.055% (n = 360,000) | XiGFP mouse fibroblasts, % GFP-positive cells imaging, 3 d; cells co-treated with 5-aza-dC sensitizer; scaled so ellipticine positive control = 100% | activation, % at 7.58 µM | AID 743238;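 active means mean normalized replicate activation at least 10% and every replicate at or above 10%; inconclusive means only one of the two criteria met; inactive means mean below 10% and not all replicates reach 10%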;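 further: 0% = median of on-plate neutral control wells and 100% = ellipticine 6 µM median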
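System: SV40-immortalized XiGFP fibroblast cells, line 68-5-11 / Incubation: 3-day compound exposure, then 15 min fixation at room temperature / Compound: single concentration per compound, delivered by pin transfer / Buffer or medium: DMEM plus 5-aza-dC sensitizer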
EWS-Fli inh: inhibitors of EWS/Fli oncoprotein transcriptional activity. A673 NR0B1-luciferase reporter, viability-normalised. inhibition, % at 12.6 µM. actives 0.67% (n = 350,000);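 active means mean inhibition of at least 50% after viability correction, with every replicate also passing that limit; inconclusive means mean reaches 50% but only one of two replicates passes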;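 further: firefly luciferase signal divided by Alamar Blue viability fluorescence both relative to DMSO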
RAD52 anneal inh: inhibitors of human RAD52 DNA annealing; AID 651710; actives 0.46% (n = 360,000); recombinant RAD52 DNA annealing, FRET fluorescence; inhibition, % at 18.7 µM;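 active means every replicate showing at least 50% inhibition; inconclusive means mean inhibition at least 50% but not in every replicate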
FN deposit inh: fibronectin deposition inhibition; AH1F fibroblasts, Alexa488-fibronectin deposition fluorescence, overnight; inhibition, % at 12.6 µM; actives 0.086% (n = 350,000);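 active means mean inhibition across replicates of 30% or more, regardless of how many single replicates reach that level; inconclusive means mean under 30% yet at least half of replicates reach 30%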;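 further: positive control wells lacked labelled fibronectin entirely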
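Material – AH1F fibroblast monolayer, labelled fibronectin deposition · Reagent – labelled fibronectin 24 nM · Timing – 1 h adhesion, overnight exposure · Measured by – fluorescence at 485 nm excitation, 525 nm emission · Read-out – inhibition of fibronectin deposition signal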
RAD54 branch: inhibitors of human RAD54 branch migration | Q92698 | RAD54 Holliday junction branch migration, FAM/BHQ fluorescence | inhibition, % at 10.4 µM | actives 0.14% (n = 360,000) | AID 602329;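 active means mean normalized replicate activity at least 40 and at least half of replicates scoring 40 or more; inconclusive means only one of the two criteria met; inactive means mean below 40 and under half of replicates reaching 40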;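 further: 0% = median of neutral control wells and 100% = median of positive control wells; inhibitors cause a drop in the FAM fluorescence signal; in these data hits start at about 50%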
Target sequence (Q92698 whole entry, looked up): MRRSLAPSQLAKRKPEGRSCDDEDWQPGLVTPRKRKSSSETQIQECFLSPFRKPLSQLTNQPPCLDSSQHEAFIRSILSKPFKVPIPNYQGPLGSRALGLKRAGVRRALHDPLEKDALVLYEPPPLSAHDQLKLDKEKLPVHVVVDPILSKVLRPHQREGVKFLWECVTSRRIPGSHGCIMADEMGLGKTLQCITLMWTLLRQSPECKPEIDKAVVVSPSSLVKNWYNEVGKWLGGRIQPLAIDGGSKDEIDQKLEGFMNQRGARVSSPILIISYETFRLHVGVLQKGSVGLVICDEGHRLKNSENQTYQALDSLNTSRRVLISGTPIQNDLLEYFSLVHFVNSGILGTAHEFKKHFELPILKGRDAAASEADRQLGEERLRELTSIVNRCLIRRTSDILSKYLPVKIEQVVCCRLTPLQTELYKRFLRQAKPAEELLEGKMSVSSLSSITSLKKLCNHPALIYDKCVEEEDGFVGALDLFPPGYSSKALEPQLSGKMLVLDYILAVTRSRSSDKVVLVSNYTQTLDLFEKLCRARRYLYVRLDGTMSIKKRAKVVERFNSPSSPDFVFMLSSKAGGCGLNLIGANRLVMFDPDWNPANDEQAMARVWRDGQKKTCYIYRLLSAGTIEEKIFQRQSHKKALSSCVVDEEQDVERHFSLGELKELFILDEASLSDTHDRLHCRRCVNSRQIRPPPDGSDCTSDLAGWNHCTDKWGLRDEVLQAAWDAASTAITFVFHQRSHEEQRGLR
S100A4 inh HTS: blocks human S100A4 binding to myosin IIA peptide. P26447. S100A4/TAMRA-MyoIIA peptide fluorescence polarization. inhibition, % at 10.7 µM. actives 0.14% (n = 360,000). AID 652163;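 active means mean inhibition of at least 70% across replicates, with every replicate also reaching that level; inconclusive means mean inhibition reaches 70% but some replicates fall short; inactive means mean inhibition below 70%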
Target sequence (P26447 whole entry, looked up): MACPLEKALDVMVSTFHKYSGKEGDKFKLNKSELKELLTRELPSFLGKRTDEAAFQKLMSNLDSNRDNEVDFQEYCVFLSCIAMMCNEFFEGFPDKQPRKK
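Material: S100A4 monomer (human). Medium: Calcium-containing HEPES buffer, pH 7.2. Probe or stimulus: labelled myosin peptide probe, 5 nM. Compound dosing: one concentration per compound. Timing: polarization read 5 min after assay mix addition, stable 5–60 min. Benchmarks: DMSO as neutral control, TFP as positive control.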
E-selectin induc: E-selectin induction on HUVECs; activation, % at 7.58 µM; HUVEC E-selectin immunofluorescence imaging; normalized: neutral wells 0, TNF-alpha wells 100; actives 0.37% (n = 260,000); P16581;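 active means mean E-selectin-positive cell signal at least 10% of the positive control, reached in at least 60% of replicates, without over 20% cell loss; inconclusive means no rule given, readout overlaps actives, possibly toxicity-flagged; inactive means the rest, including those meeting only one limit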;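 further: in these data hits start at about 27%; measured in HUVEC primary endothelial cells; signal is the percent of cells scored E-selectin positive by PE staining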
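Read-out: % PE-positive cells | Test system: HUVEC | Doses: One compound dose added by pin transfer | Buffer or medium: EGM-2 over gelatin coat | Signal: Immunofluorescence imaging | Benchmarks: TNF-alpha, DMSO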
* = called active by the depositor; ? = inconclusive; · = not tested or not shown; & = joins results of further samples.

SMILES	esBAF inh	XiGFP reactiv	EWS-Fli inh	RAD52 anneal inh	FN deposit inh	RAD54 branch	S100A4 inh HTS	E-selectin induc
COc1ccccc1NC(=O)N1CCCCN2[C@H](C1)[C@H](c1ccc(-c3cccc(F)c3)cc1)[C@@H]2CO	-8	0.2	16	-11	·	1	6	0.4
O=C(NCc1ccccc1Cl)c1cc2c(s1)CS(=O)(=O)C2	6	0.0	·	-25	6	-9	-6	·
Cn1ncc2c(Nc3ccc([N+](=O)[O-])cc3)nc(Cl)nc21	2	0.0	-6	-11	-2	7	1	·
O=C(N[C@H](C(=O)N1CCC[C@H]1C(=O)NC1CCCC1)C1CCCCC1)c1ccc(Cl)cc1Cl	·	0.3	-7	2	2	·	-4	-0.2
COc1ccc(C(=O)CN2C(=O)c3ccccc3C2=O)c(OC)c1	36	0.0	-30	-5	10	7	1	-0.9
CC(O)(c1ccccc1)c1nc(-c2cccc(F)c2)cs1 (stereo not given)	5	0.2	0	1	6	13	-3	?
CCOc1ccccc1Nc1nc(-c2cccnc2)cs1	11	0.4	-25	-6	-6	2	5	0.3
Cc1noc(C)c1CC(=O)Nc1ccc2c(c1)OCO2	8	0.0	-14	-5	7	5	-4	·
c1ccc(-n2cnnc2SCc2nc3ccccc3s2)cc1	36	·	·	·	-4	-10	·	0.3
CC(=O)c1cccc(NC(=O)N2CCC(NC(=O)C3CCCCC3)CC2)c1	0	0.4	6	-5	5	-4	0	0.0
Cc1ccc(NS(=O)(=O)c2ccc(C(=O)NCCCN3CCCC3=O)cc2)cc1	-3	-0.1	6	-7	-7	3	2	0.4
COc1ccc(C2(O)C(=O)Nc3ccc(C)cc32)cc1 (stereo not given)	2	0.1	5	-7	3	-10	-5	0.2
COc1ccc(-c2nc(N)nc(N)n2)c(O)c1	48*	0.0	-117	-11	3	0	3	-0.1
CCCC#Cc1ccc2c(c1)O[C@@H](CN(C)CC1CCCC1)[C@H](C)CN([C@H](C)CO)S2(=O)=O	·	-0.1	-1	-5	·	·	8	-0.3
COc1ccc(C(=O)Nc2ccccc2C(=O)Nc2ccccc2)cc1	46*	0.0	-53	-2	-6	-6	-3	0.4
N=C(N)SCc1cccc2ccccc12	-21	·	·	·	-5	16	·	-0.6
O=C(C[C@@H]1CC[C@@H]2[C@H](COC[C@@H](O)CN2Cc2ccccc2)O1)NCCCN1CCOCC1	2	0.0	3	-13	-4	-9	-1	-0.2
Cc1sc2nc(CSC(C)C(=O)Nc3cc(S(C)(=O)=O)ccc3Cl)[nH]c(=O)c2c1C (stereo not given)	-1	0.1	6	-51	13	5	16	·
C/C=C/c1cc(CN2CCN(c3ccccc3)CC2)c(O)c(OC)c1	0	0.0	-1	0	-2	-9	4	·
O=C(NCC(c1ccco1)N1CCN(c2ccccc2)CC1)OCc1ccccc1 (stereo not given)	·	0.0	-1	-14	7	·	-5	0.1
CCC1CC(=O)CCN1S(=O)(=O)c1ccc(C)cc1 (stereo not given)	-3	-0.1	-5	-3	11	-1	-1	·
CC/C(=N\NC(=O)COc1ccc(Br)cc1)c1ccc(OC)c(OC)c1	-6	-0.1	-5	-10	4	-7	0	-0.1
C[C@H]1CN([C@@H](C)CO)C(=O)c2cc(Br)cnc2O[C@H]1CN(C)C(=O)c1cccnc1	-2&-1&1	0.0&0.0	0&-11&-5	-8&5&8	3&0	-4&2&4	-15&7&1	0.1&-0.2
NS(=O)(=O)c1ccc(CCNC(=O)COC(=O)c2nc(Cl)ccc2Cl)cc1	5	-0.3	1	-15	2	18	-5	·
CC(=O)Nc1ccccc1C(=O)C(=O)Nc1cccc(C(=O)NCc2ccc(C)cc2)c1	·	0.1	-5	-14	-8	·	0	-1.6
CCN1CCN(CCC(=O)Nc2ccc(Br)c(C)c2)CC1	9	0.0	-7	4	-5	-5	-2	0.8
CC(=NNC(=O)c1cc(C)nc2ccccc12)c1ccc(N2CCOCC2)cc1	-7	0.0	-8	-17	0	2	-11	-0.4
Cc1ccccc1CN1[C@@H](CC2CCCCC2)COCCS1(=O)=O	-6	0.0	19	-6	2	2	3	·
Cc1c(O)ccc(/C=N/Nc2nc(-c3cccnc3)nc3ccccc23)c1O	·	0.1	-55	-27	22	8	1	·
CCN(CC)c1ccc(/C=C/c2cc(-c3ccccc3)c3ccccc3n2)cc1	-6	95*	-5	-75	7	-23	-77	·
COC(=O)c1sc(S(=O)(=O)NC(C)C(=O)O)c(C(=O)OC)c1C (stereo not given)	·	0.0	9	5	-1	·	1	0.9
Cc1ccc(S(=O)(=O)N(C)C[C@H]2OCCCC[C@H](C)Oc3ccc(NS(=O)(=O)c4cccs4)cc3C(=O)N([C@H](C)CO)C[C@H]2C)cc1	-2	-0.1	-5	-23	-9	-12	-1	·
Cc1cccc(C)c1OCC(=O)OCC(=O)Nc1ccc(Cl)cn1	-11	-0.1	3	-20	-2	8	-4	-0.4
CN(CC1CCCN(CCc2ccccc2F)C1)C(=O)c1ccoc1 (stereo not given)	-3	0.1	-7	-8	-5	3	2	·
CCN(CC)S(=O)(=O)c1ccc(N2CCOCC2)c(NS(=O)(=O)c2ccc(Cl)s2)c1	1	0.2	6	-74	4	5	0	-0.2
CCOC(=O)N1c2ccccc2Sc2ccccc21	-14	0.0	7	-16	-3	·	1	0.0
C[C@H](CO)N1C[C@H](C)[C@@H](CN(C)S(=O)(=O)c2cn(C)cn2)Oc2c(NC(=O)C3CCOCC3)cccc2C1=O	-4	-0.2	-7	-17	-8	3	9	0.1
O=C(CCN1CCCCC1)N[C@H]1CC[C@H](CCn2cc(-c3ccccc3)nn2)O[C@H]1CO	-4	-0.1	0	7	·	0	1	1.7
CCOC(=O)Cc1csc(NC(=O)COc2ccc(C)c(C)c2)n1	·	0.3	4	-4	1	·	-16	·
CCN(C(=O)/C=C/c1ccccc1)C1CCCCC1	2	0.2	2	-19	11	-2	1	·

Taken from above.
esBAF inh with COc1ccccc1NC(=O)N1CCCCN2[C@H](C1)[C@H](c1ccc(-c3cccc(F)c3)cc1)[C@@H]2CO stands at -8
RAD52 anneal inh with COc1ccc(-c2nc(N)nc(N)n2)c(O)c1 stands at -11

The results go on.
SMILES	esBAF inh	XiGFP reactiv	EWS-Fli inh	RAD52 anneal inh	FN deposit inh	RAD54 branch	S100A4 inh HTS	E-selectin induc
Cc1ccc2c(CSc3nncn3C)cc(=O)oc2c1C	-9	0.0	3	4	2	-11	-63	·
CC(C)CC#Cc1ccc([C@H]2[C@H](CO)N3C(=O)CN(C(=O)Nc4ccc(F)cc4)C[C@@H]23)cc1	·	-0.1	4	-15	·	·	-5	-0.2
CN(C)C(=O)C[C@H]1CC[C@H]2[C@H](COc3ccc(NC(=O)C4CCCC4)cc3C(=O)N2C)O1	·	0.0	-12	-17	3	·	9	0.0
COc1ccc(CNC(=O)C[C@H]2CC[C@H](NC(=O)c3cccc(F)c3)[C@H](CO)O2)cc1	0	-0.1	-2	2	-3	2	10	-0.2
O=C(C[C@H]1CC[C@H]2[C@@H](COC[C@@H](O)CN2S(=O)(=O)c2ccccc2)O1)NCc1ccc(-c2ccccc2)cc1	0	-0.1	16	36	-8	-5	1	0.2
CCOc1ccc(NS(=O)(=O)c2ccc(NC(=O)c3cccnc3)c(OC)c2)cc1	-4	0.0	-4	-9	11	5	-2	-0.2
CCCNC(=O)C(=O)N/N=C/c1ccc(OCc2ccccc2)cc1	-1	0.2	-21	-12	12	·	13	·
O=C(Nc1ccc(Cc2ccncc2)cc1)c1cccc([N+](=O)[O-])c1	3	0.1	-3	4	·	7	2	·
C/C=C/c1cnc2c(c1)C(=O)N([C@H](C)CO)C[C@@H](C)[C@H](CN(C)C(=O)Nc1cccc(OC)c1)O2	-2	0.0	-23	2	-2	-9	5	-0.3
C[C@H](CO)N1C[C@H](C)[C@@H](CN(C)S(=O)(=O)c2ccc(F)cc2)Oc2cc(-c3cccc(F)c3)ccc2S1(=O)=O	7	-1.0	14	11	-1	4	17	0.1

An excerpt from above, showing only esBAF inh and RAD52 anneal inh.
| structure | esBAF inh | RAD52 anneal inh |
| --- | --- | --- |
| COc1ccc(C(=O)CN2C(=O)c3ccccc3C2=O)c(OC)c1 | 36 | -5 |
| CC(O)(c1ccccc1)c1nc(-c2cccc(F)c2)cs1 (stereo not given) | 5 | 1 |

(further entries)
SMILES	esBAF inh	XiGFP reactiv	EWS-Fli inh	RAD52 anneal inh	FN deposit inh	RAD54 branch	S100A4 inh HTS	E-selectin induc
O=C(NC1CCCCC1)C(c1ccncc1)N(C(=O)c1csnn1)c1ccccc1F (stereo not given)	3	0.1	3	-4	-4	6	1	1.9
COc1ccc(F)cc1Cn1nc(C(=O)O)c2ccccc2c1=O	-6	-0.1	-11	4	2	-3	-5	0.3
Cc1cccc(COc2ccccc2C(=O)N(C)CC(=O)Nc2cccc(F)c2)c1	-4	0.0	4	1	4	-2	-3	-2.0
CCOC(=O)c1c(C)[nH]c(C(=O)COC(=O)c2cnccn2)c1C	1	-0.2	0	-24	-5	6	-3	·
CCOC(=O)C1=C(CN2CCC(C)CC2)NC(=O)NC1c1ccc(Cl)cc1 (stereo not given)	-4	·	13	-7	·	1	-3	·
Cc1ccc(NC(=O)COc2ccccc2)c(NC(=O)c2ccco2)c1	4	0.2	·	-15	·	19	-1	0.7
COc1ccc(C(=O)N2CCCC(Nc3ccc(F)cc3)C2)cc1F (stereo not given)	1	0.0	0	-7	-7	5	-4	0.3
COc1ccccc1OCCNc1ccc(S(=O)(=O)N2CCCC2)cn1	-3	0.3	5	-6	8	8	-14	-0.1
COC(=O)N1[C@H](C)C=C[C@]1(Cc1ccccc1)C(=O)NCCCNc1ncc(C(F)(F)F)cc1Cl	12	1.2	12	-5	4	3	2	-0.1
C[C@@H]1CN([C@H](C)CO)C(=O)c2cc(-c3cccc(C(=O)N(C)C)c3)cnc2O[C@H]1CN(C)C	2	-0.8	-17	-5	-9	2	-8	-0.4
COc1cc(Br)cc2cc(C(=O)N3CCCCC3C)c(=O)oc12 (stereo not given)	-3	·	·	·	2	-11	·	-0.3
COc1ccccc1N1CCN(C(=O)c2cccc(C(=O)N3CCN(c4ccccc4OC)CC3)c2)CC1	6	0.1	8	-18	-3	-2	0	·
C[C@@H]1CN([C@H](C)CO)C(=O)Cc2cc(NC(=O)Nc3ccc(F)cc3)ccc2O[C@@H]1CN(C)S(=O)(=O)c1cn(C)cn1	2	0.0	-10	·	·	·	·	85*
C[C@H]1CCCCO[C@H](CN(C)C(=O)CCC(F)(F)F)[C@@H](C)CN([C@@H](C)CO)C(=O)c2cc(NC(=O)c3ccncc3)ccc2O1	-3	-1.1	-5	·	·	6	·	-0.1
COCCNC(=O)C(c1ccc(OC)cc1)N(CCOC)C(=O)CCC(=O)Nc1nccs1 (stereo not given)	-6	-0.1	·	-9	0	0	1	·
